RECQ1 helicase: inhibitors of human RECQ1 DNA helicase; Potency, µM (series often up to 57.3 µM), for inactives: at the highest dose activity, negative = inhibition, actives largely listed as inhibitors; actives 0.54% (n = 240,000); AID 2549; RECQ1 DNA unwinding, red fluorescence kinetic read;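 further: plate controls were vehicle for no effect and no enzyme for full effect; nearly all actives have a fitted effect of over 30% in size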
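50 nM RECQ1T1 preincubated 15 min with compound in Tris pH 8.0 buffer with MgCl2, DTT, Tween-20 and 2.5 ug/ml poly(dI-dC); started with 200 nM TAMRA/BHQ-2 forked duplex and 2 mM ATP. Unwinding read as fluorescence (525/598 nm), two reads 2 h apart.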
Tau ThT inhib: tau fibrillization inhibition (ThT binding) | P10636 | Potency, µM (titrated, usually from 57.4 µM), for inactives: at the highest dose activity, negative = inhibition, hits mostly inhibitors | recombinant tau K18 P301L (four-repeat tau fragment), heparin-induced fibrillization, ThT fluorescence | actives 2.1% (n = 270,000) | AID 1460; further: on the % scale 0 is the no-effect control and ±100 the full control effect; nearly all actives have a fitted effect of over 55% in size
Target sequence (P10636 561-689 P618L limits assumed): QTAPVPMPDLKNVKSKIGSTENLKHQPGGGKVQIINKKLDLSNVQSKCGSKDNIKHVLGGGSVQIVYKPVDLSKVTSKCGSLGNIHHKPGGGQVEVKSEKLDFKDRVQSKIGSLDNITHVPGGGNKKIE
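Heparin-induced fibrillization of the P301L-mutant K18 repeat-domain fragment of human tau was followed by ThT binding in quantitative high-throughput format.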
LMNA splice mod: changes lamin A minigene splicing in HeLa cells; actives 0.01% (n = 200,000); AID 1487; HeLa LMNA splicing GFP/RFP minigene ratio, 48 h; Potency, µM (highest dose often 46.1 µM), without a hit: top-dose ratio change, negative = inhibition, hits mostly inhibitors; active means well fitted inhibition curve with a large enough effect in the signal ratio, with a control signal flat, not every such curve was filed as active; inconclusive means small, poorly fitted or top-dose-only effect, or effect the other way, or a change in a side signal; the % refers to the signal ratio; further: on the % scale 0 is the no-effect control and ±100 the full control effect
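S3 HeLa stable clones carrying a lamin A-EGFP splicing minigene plus DsRed2 were seeded at 600 cells/well in Opti-MEM with 2% FBS, pin-dosed and incubated 48 h at 37°C. Acumen cytometry (488 nm) gave the GFP/RFP total-intensity ratio.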
JMJD2E inh: inhibitors of human JMJD2E histone demethylase. B2RXH2. JMJD2E catalytic domain, FDH-coupled NADH fluorescence (FDH is formaldehyde dehydrogenase). Potency, µM (doses to about 57.1 µM), inactives show top-dose activity change, negative = inhibition, most hits filed as inhibitors. actives 1.6% (n = 230,000). AID 2147; active means well fitted inhibition curve with a large enough effect, not every such curve was filed as active; inconclusive means small, poorly fitted or top-dose-only effect, or another doubt; inactive means no such curve, though single readings can be large or run the other way;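 further: 0% = wells with enzyme and -100% = buffer wells without enzyme; nearly all actives have a fitted effect of over 50% in size; many of its hits are not listed in these tables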
SMN2 splice enh: increases expression of the SMN2 splice variant. actives 2.8% (n = 210,000). HEK293 SMN2-luciferase splicing reporter, luminescence, 30-36 h. Potency, µM (doses to about 46.1 µM), for inactives: top-dose activity change, positive = activation, usual class: activators; further: % of control where 0% means no effect; nearly all actives have a fitted effect of over 55% in size
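HEK293 cells carry an SMN2 minigene-luciferase reporter in which exon 7 inclusion puts luciferase in frame. Cells were seeded at 2000 cells/well, attached for 10-12 hours, then exposed to compounds for 30-36 hours at 37C before ONE-Glo luminescence.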
Luc counter: blocks Kinase-Glo luciferase, a counter-screen artifact. Potency, µM (top dose mostly 38.3 µM), without a hit: at the top dose activity change, negative = inhibition, most hits filed as inhibitors. Kinase-Glo luciferase, ATP luminescence, 8 min. actives 0.28% (n = 200,000). Q27757; further: on the % scale 0 is the no-effect control and ±100 the full control effect; nearly all actives have a fitted effect of over 60% in size
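Substrate mix (final 50 mM imidazole pH 7.2, 50 mM KCl, 7 mM MgCl2, 10 uM ATP, 0.01% Tween 20, 0.05% BSA) plus pin-tool compound, then Kinase-Glo detection mix; 8 min ambient, luminescence read.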
L3MBTL1 block: inhibitors of human L3MBTL1; Potency, µM (highest dose often 57.1 µM), for the others: top-dose activity, negative = inhibition, most hits filed as inhibitors; Q9Y468; AID 485360; AlphaScreen L3MBTL1–H3K9me1 peptide binding; actives 0.66% (n = 230,000); further: on the % scale 0 is the no-effect control and ±100 the full control effect; nearly all actives have a fitted effect of over 60% in size
Target sequence (Q9Y468 whole entry, looked up): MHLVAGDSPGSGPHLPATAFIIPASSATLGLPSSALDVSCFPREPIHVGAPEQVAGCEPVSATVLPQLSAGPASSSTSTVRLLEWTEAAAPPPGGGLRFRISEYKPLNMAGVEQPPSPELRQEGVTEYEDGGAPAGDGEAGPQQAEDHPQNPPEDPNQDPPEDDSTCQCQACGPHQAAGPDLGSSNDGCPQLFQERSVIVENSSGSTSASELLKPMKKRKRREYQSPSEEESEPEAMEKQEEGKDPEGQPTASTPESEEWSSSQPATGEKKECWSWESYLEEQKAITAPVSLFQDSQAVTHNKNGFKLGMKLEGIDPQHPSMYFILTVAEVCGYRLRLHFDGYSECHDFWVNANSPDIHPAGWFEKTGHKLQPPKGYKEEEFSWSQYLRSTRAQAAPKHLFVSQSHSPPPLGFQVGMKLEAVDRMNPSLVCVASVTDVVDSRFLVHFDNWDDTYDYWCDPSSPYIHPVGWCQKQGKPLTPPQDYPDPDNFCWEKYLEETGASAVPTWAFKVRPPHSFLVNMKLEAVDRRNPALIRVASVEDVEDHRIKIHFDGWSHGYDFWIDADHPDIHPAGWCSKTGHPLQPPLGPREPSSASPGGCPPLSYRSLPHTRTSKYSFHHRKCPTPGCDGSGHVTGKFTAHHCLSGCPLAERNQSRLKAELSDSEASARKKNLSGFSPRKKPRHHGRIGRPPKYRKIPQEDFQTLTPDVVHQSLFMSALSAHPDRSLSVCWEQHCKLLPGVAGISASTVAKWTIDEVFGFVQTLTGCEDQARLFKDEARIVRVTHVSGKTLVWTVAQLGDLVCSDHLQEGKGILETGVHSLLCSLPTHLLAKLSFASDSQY
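L3MBTL1 (50 nM) pre-complexed 30 min with biotinylated H3(1-15)K9me1 peptide (75 nM), then compounds added for 30 min at room temperature; AlphaScreen streptavidin donor/nickel chelate acceptor beads (10 ug/mL final) read after 30 min dark incubation.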
ALDH1A1 block: ALDH1A1 (human) enzyme inhibition. P00352. Purified ALDH1A1, NADH fluorescence, propionaldehyde substrate. Potency, µM (top dose mostly 75.3 µM), for inactives: at the top dose activity, negative = inhibition, hits mostly inhibitors. actives 7.3% (n = 220,000); active means well fitted inhibition curve with a large enough effect, not every such curve was filed as active; inconclusive means small, poorly fitted or top-dose-only effect, or another doubt; inactive means no such curve, though single readings can be large or run the other way;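 further: plate controls were no enzyme wells and a reference inhibitor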
* marks the source's active call; other numbers are inactive results; i = inactive; u = inconclusive; x = not tested or not shown; & = joins results of further samples; [ ] = remark or other dose. Unless noted, the call rests on the fitted dose curve; in most records, active means well fitted curve in the direction sought with a large enough effect; inconclusive means small, poorly fitted or top-dose-only effect, or another doubt; inactive means no such curve, though single readings can be large; an effect the other way counts as inactive or inconclusive. Potency means the concentration at half of the fitted maximal effect.

Order of values – RECQ1 helicase	Tau ThT inhib	LMNA splice mod	JMJD2E inh	SMN2 splice enh	Luc counter	L3MBTL1 block	ALDH1A1 block
Cc1ccc(Nc2c([N+](=O)[O-])c(=O)oc3ccccc23)cc1
 : -14%	-9%	-2%[46 µM]	-16%	x	-5%	-16%	u
O=C(CN(C(=O)CNC(=O)c1cccs1)c1ccc2c(c1)OCCO2)NC1CCCC1
 : -21%	-7%	-8%	6%	5%	0%	7%	15%
OC(c1ccccc1)c1cccnc1 (configuration not stated)
 : 13%	3%	6%	-1%	-19%	-7%	-12%	-5%
CCN1CCN(c2c(C(=O)c3ccc(OC)cc3)cnc3ccccc23)CC1
 : 4%	-5%	x	u	47%	-1%	x	2.8µM*
CC(C)n1nnnc1SCC(=O)NNC(=O)C1CCCCC1
 : i	9%	4%	3%	-1%	0%	-6%	4%
COc1ccc(CCn2nnnc2C(c2ccc(C)cc2)N2CCN(C)CC2)cc1OC (configuration not stated)
 : i	0%	1%	3%	-5%	2%	-6%	2%
Cc1ccc(C(=O)NC(=S)Nc2ccc(-c3cc4ccccc4oc3=O)cc2)c(C)c1
 : 2%	-11%	6%	-14%	9%	2%	24%[11.4 µM]	-6%
CCCCCCNC(=O)c1cccc(-c2ccc(C)c3ccccc23)n1
 : -3%	1%	12%	8%	-40%	1%	19%	7%
COc1ccc(-n2c(Cn3c(=O)sc4ccccc43)nnc2SCC(N)=O)cc1
 : -11%	-9%	12%	-4%	-8%	5%	x	8%
CCOC(=O)c1cnc2ccc(C(=O)OC)cc2c1Nc1ccc2c(c1)OCCO2
 : 0%	-17%	u	9%	-4%	-2%	10%	2%
O=C(NCC1CCCO1)NC1CCCCC1 (configuration not stated)
 : 2%	11%	-10%	-5%	7%	2%	2%	11%
Cc1ccnc(NS(=O)(=O)c2ccc(NC(=O)c3ccc(S(=O)(=O)N4CCCC4)cc3)cc2)n1
 : i	-7%	22%[46 µM]	-2%	-27%	-2%	x	u
Cc1c(C#N)c(N)nc2c3c(sc12)NC(=O)CC3c1ccc(Cl)cc1 (configuration not stated)
 : -16%	-13%	u	u	26%	0%	8%	-9%
COc1ccc2cc3c(N)nn(C(=O)C4CCC(C(C)(C)C)CC4)c3nc2c1 (configuration not stated)
 : 5%	u	u	-12%	-37%[inhibitor]	0%	8%	u
CC(C)=CC(=O)NCc1c(Cl)cccc1-n1cccc1
 : -12%	-1%	1%	5%	-8%	-1%	3%	-1%
CC(Oc1ccc(F)cc1)C(=O)/C=C\N(C)C (configuration not stated)
 : -17%	-14%	-10%	-5%	1%	2%	-5%	8%
COc1cc(CNC2CCCCCC2)cc(OC)c1
 : -3%	-15%	15%	1%	3%	1%	x	8%
CCOC(=O)C(C)(C)Sc1ncnc2nc[nH]c12
 : -5%	-6%	-1%	12%	13%	1%	1%	7%
CSc1ccc(-c2nnn(Cc3ccc(Br)cc3)n2)cc1
 : -13%	-11%	u	-9%	10%	-3%	x	1%
CCNC(=O)COC(=O)c1[nH]c(C)c(C(=O)OC)c1C
 : i	-4%	3%[46 µM]	4%	28%	-4%	u	4%
COc1cc(OC)cc(C(=O)OCc2ccc([N+](=O)[O-])cc2)c1
 : -5%	-11%	u	-2%	-11%	9%	x	12%
O=C(COc1ccc(Cl)cc1)NCCSCc1ccccc1Cl
 : -7%	-8%	-3%	7%	-11%	-1%	24%	-6%
Cc1cc(C)c2oc(C(=O)Nc3ccc(S(=O)(=O)N4CCC(C)CC4)cc3)cc(=O)c2c1
 : -1%	u	11%	9%	10%&-18%	-1%	0%	5%
O=C(CCNC(=O)Cn1ccc2ccccc2c1=O)NCC1CCCC1c1ccccc1 (configuration not stated)
 : -6%	4%	u	u	-22%	1%	-50%	12%
C(=N\n1cnnc1)/c1ccccc1OCCOc1ccccc1
 : i	-4%	u	-3%	0%	7%	2%	0%
O=C1CC(Nc2ccccc2)C(=O)N1CCc1ccccc1 (configuration not stated)
 : i	-5%	-1%	-3%	4%	-3%	x	3%
CC(C)(Sc1cc(C(C)(C)C)c(O)c(C(C)(C)C)c1)Sc1cc(C(C)(C)C)c(O)c(C(C)(C)C)c1
 : -5%	-14%&-4%	-4%&-10%	-14%	-18%	-1%	6%	4%
CCN(CC)C(=O)C(=O)N/N=C/c1cccs1
 : -8%	2%	7%[0.0737 µM]	12%	0%	-6%	-6%	3%
CCCCOc1ccc2c(c1)C(=O)c1cc(O)ccc1-2
 : i	11µM*	x	-16%	x	0%	u	40µM*
O=C(NCCCc1ccccc1)c1cccc([N+](=O)[O-])c1
 : -2%	-9%	u	8%	-11%	5%	5%	-10%
CN1C=CC=C/C1=C1\SC(=S)N(Cc2ccccc2)C1=O
 : -4%	u	x	4%	-43%[inhibitor]	-2%	x	13µM*
COC(=O)c1nc(N)sc1-c1ccc(OC)cc1
 : i	-6%	13%	u	14%	0%	2%	-4%
Cc1cccc(N2CCN(C(=O)c3cnn4c(C(F)F)cc(-c5ccccc5)nc34)CC2)c1C
 : -4%	-19%	6%	0%	-21%	-4%	x	-5%
CC(=O)c1ccc(NC(=O)CSc2nnc(Cc3cccn3C)n2-c2ccc(F)cc2)cc1
 : -7%	-11%	1%	1%	-15%	1%	x	13µM*
O=C(NCCN1C(=O)S/C(=C\c2cccnc2)C1=O)c1cccc(OC(F)F)c1
 : -3%	u	-10%	-10%	-1%	-3%	3%	-3%
CCOC(=O)c1c(NC(=S)NCCc2ccccc2)sc2c1CC(C(C)C)OC2 (configuration not stated)
 : -4%	u	u	-2%	-86%[inhibitor]	2%	-15%	25µM*
Clc1ccc(-c2nc(Cc3ccccc3Cl)no2)cc1
 : 3%	-5%	2%	-6%	0%	-5%	72%[activator]	-3%
COc1ccc(NC(=O)/C(C#N)=C/c2ccc(Sc3nncn3C)c([N+](=O)[O-])c2)cc1
 : i	u	9%[46 µM]	-16%	-1%	2%	-1%[11.4 µM]	11µM*
CCN1CCN(CC(O)COc2ccc(Cl)cc2)CC1 (configuration not stated)
 : -12%	-4%	2%	-1%	x	16%	x	-9%
CC(=O)c1ccc(NC(=O)COc2ccc3c(c2)OCO3)cc1
 : -7%	u	12%[46 µM]	-2%	28%	8%	x	3%

As a short view, some entries already given.
Order of values – RECQ1 helicase	Tau ThT inhib	LMNA splice mod	JMJD2E inh	SMN2 splice enh	Luc counter	L3MBTL1 block	ALDH1A1 block
CC(C)(Sc1cc(C(C)(C)C)c(O)c(C(C)(C)C)c1)Sc1cc(C(C)(C)C)c(O)c(C(C)(C)C)c1
 : -5%	-14%&-4%	-4%&-10%	-14%	-18%	-1%	6%	4%
CCN(CC)C(=O)C(=O)N/N=C/c1cccs1
 : -8%	2%	7%[0.0737 µM]	12%	0%	-6%	-6%	3%
CCCCOc1ccc2c(c1)C(=O)c1cc(O)ccc1-2
 : i	11µM*	x	-16%	x	0%	u	40µM*
O=C(NCCCc1ccccc1)c1cccc([N+](=O)[O-])c1
 : -2%	-9%	u	8%	-11%	5%	5%	-10%
CN1C=CC=C/C1=C1\SC(=S)N(Cc2ccccc2)C1=O
 : -4%	u	x	4%	-43%[inhibitor]	-2%	x	13µM*
COC(=O)c1nc(N)sc1-c1ccc(OC)cc1
 : i	-6%	13%	u	14%	0%	2%	-4%
Cc1cccc(N2CCN(C(=O)c3cnn4c(C(F)F)cc(-c5ccccc5)nc34)CC2)c1C
 : -4%	-19%	6%	0%	-21%	-4%	x	-5%
CC(=O)c1ccc(NC(=O)CSc2nnc(Cc3cccn3C)n2-c2ccc(F)cc2)cc1
 : -7%	-11%	1%	1%	-15%	1%	x	13µM*
O=C(NCCN1C(=O)S/C(=C\c2cccnc2)C1=O)c1cccc(OC(F)F)c1
 : -3%	u	-10%	-10%	-1%	-3%	3%	-3%
CCOC(=O)c1c(NC(=S)NCCc2ccccc2)sc2c1CC(C(C)C)OC2 (configuration not stated)
 : -4%	u	u	-2%	-86%[inhibitor]	2%	-15%	25µM*
Clc1ccc(-c2nc(Cc3ccccc3Cl)no2)cc1
 : 3%	-5%	2%	-6%	0%	-5%	72%[activator]	-3%
COc1ccc(NC(=O)/C(C#N)=C/c2ccc(Sc3nncn3C)c([N+](=O)[O-])c2)cc1
 : i	u	9%[46 µM]	-16%	-1%	2%	-1%[11.4 µM]	11µM*
CCN1CCN(CC(O)COc2ccc(Cl)cc2)CC1 (configuration not stated)
 : -12%	-4%	2%	-1%	x	16%	x	-9%
CC(=O)c1ccc(NC(=O)COc2ccc3c(c2)OCO3)cc1
 : -7%	u	12%[46 µM]	-2%	28%	8%	x	3%

The results go on:
Order of values – RECQ1 helicase	Tau ThT inhib	LMNA splice mod	JMJD2E inh	SMN2 splice enh	Luc counter	L3MBTL1 block	ALDH1A1 block
CCOC(=O)c1ccc(S(=O)(=O)NNC(=O)COc2cccc(C)c2)cc1
 : -2%	0%	-3%	5%	x	-2%	10%	10%
O=C(O)C1OC(O)C(O)C(O)C1O (configuration not stated)
 : i	-3%	x	-2%	x	4%	x	10%
CCOc1cc(N2C(=O)CC3CS(=O)(=O)CC32)c(OCC)cc1NC(=O)c1ccccc1 (configuration not stated)
 : i	-7%	-1%	-3%	17%	2%	x	3%
COc1ccc(NC(=O)COc2ccc(C(=O)OCC(=O)N(C(C)C)C(C)C)cc2OC)cc1
 : -3%	-7%	6%[9.22 µM]	0%	-20%	0%	15%	4%

Not all compounds are listed, so the mix of outcomes need not match the whole.
